Assay outcomes (PubChem BioAssay)
inhibitors of VEEV = inhibitors of VEEV TC-83 cytopathic effect, confirmation, Vero cells (AID 588727). Vero cells, VEEV TC-83 cytopathic effect inhibition; higher % means a stronger effect. 350,000 compounds, 0.13% hits. inhibition, % at 20 µM; hits with a dose series show IC50 in µM; in the data active = a potency from the dose series; inconclusive = inhibition mostly from about 14% at the one dose, without a potency; inactive = the rest, 99 in 100 with inhibition below about 12%; also: strong numbers were not always called active
Salmonella PhoP GFP = PhoP regulon inhibitors, Salmonella typhi PhoP promoter GFP reporter, confirmatory (AID 1850); Salmonella Typhi PhoP-promoter GFP reporter, fluorescence, 4 h; higher % means a stronger effect; one-dose inhibition, % at 50 µM; IC50 in µM for titrated hits; 310,000 compounds, 0.33% hits; in the data active = a potency from the dose series; inconclusive = inhibition mostly from about 25% at the one dose, without a potency; inactive = the rest, 99 in 100 with inhibition below about 19%;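 also: 0% = induced wells with vehicle and 100% = uninduced wells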
tuberculosis growth = growth inhibition of non-replicating M. tuberculosis (AID 488890) | one-dose inhibition, % at 25 µM; IC50 in µM for titrated hits | Mycobacterium tuberculosis non-replicating, growth inhibition; higher % means a stronger effect | 320,000 compounds, 0.39% hits; in the data active = a potency from the dose series; inconclusive = inhibition mostly from about 82% at the one dose, without a potency; inactive = the rest, 99 in 100 with inhibition below about 76%;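 also: plate controls were DMSO cells for no effect and high antibiotic wells for full effect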
H1N1 NS1A inhibition = H1N1 influenza NS1A inhibitors, functional cell based assay (AID 504329) | NS1A functional cell-based assay, percent inhibition; higher % means a stronger effect | inhibition, % at 12.5 µM, or IC50 in µM where a hit was titrated | 340,000 compounds, 0.3% hits; in the data active = a potency from the dose series; inconclusive = inhibition above about 27% without an active follow-up result; also: strong numbers were not always called active
M. tuberculosis HTS = M. tuberculosis growth inhibition, HTS (AID 449762); inhibition, % at 25 µM; hits with a dose series show IC50 in µM; M. tuberculosis H37Rv growth inhibition, 7H9 media; higher % means a stronger effect; 330,000 compounds, 0.59% hits; in the data active = a potency from the dose series; inconclusive = inhibition above about 70% without an active follow-up result;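 also: bacterial growth assessed after seven days of incubation; strong numbers were not always called active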
inhibitors of VEEV 10K pilot screen = also measured in inhibitors of VEEV; calls as there; inhibition, %; measured here: 10K pilot screen inhibition
* hit, by the source's call; i = inactive; ? = inconclusive; . = no result given. An unsorted share of the library. Share with any hit: about 1.5%.

SMILES | inhibitors of VEEV | Salmonella PhoP GFP | tuberculosis growth | H1N1 NS1A inhibition | M. tuberculosis HTS | others
O=C1/C(=C/c2ccccn2)SC(=S)N1Nc1ncc(C(F)(F)F)cc1Cl | 5.9% | . | . | -10% | .
COc1ccc(-c2cc(=O)c3c(OC)c(OC)c(OC)c(OC)c3o2)cc1OC | 11% | -24% | 19% | 4% | 50%
CC(=O)c1nnn(-c2nc(N)nc(N(c3ccccc3)c3ccccc3)n2)c1C | 1.9% | 8% | -4% | -1% | -3%
COC(=O)c1ccccc1NC(=S)N1CCN(c2ccc(OC)cc2)CC1 | 5.4% | -7% | 66% | 20% | -4%
CSCc1ccc(C(=O)Nc2cccc(C)c2C)cc1 | 3.0% | 2% | 49% | -1% | -3%
CC(=O)O[C@H]1C(=O)[C@@]2(C)C([C@H](OC(=O)c3ccccc3)[C@]3(O)C[C@H](O)C(C)=C1C3(C)C)[C@]1(OC(C)=O)CO[C@@H]1C[C@H]2O (stereo partly drawn) | 0.3% | 19% | 6% | 0% | -5%
CCOC(=O)c1c(C)[nH]c(C(=O)OCc2c(C)noc2C)c1C | 5.5% | -5% | 31% | -5% | 4%
CCNC(=S)/N=C(/Nc1ccc(OC)cc1)Nc1nc(C)cc(C)n1 | i | 0% | -1% | . | 7%
Cc1cccc(N2CCN(C(=O)N3CCCCC3)CC2)c1C | i | 6% | 25% | 2% | 1%
COC(=O)c1c(NC(=O)CN2C(=O)NC3(CCCCC3C)C2=O)sc2c1CCC2 (stereo not drawn) | 7.8% | . | -18% | -3% | -2%
NC(CO)C(O)c1ccc([N+](=O)[O-])cc1 (stereo not drawn) | 0.3% | -5% | 3% | -23% | 6%
CCCCc1cc2c(s1)CCCC/C2=N/O | 1.3% | -9% | 77% | 1% | 8%
COc1ccc(Cl)cc1NC(=O)c1sc2nc(C)nc(N3CCOCC3)c2c1C | 2.7% | -9% | 9% | 2% | 1%
O=C(CNC(=O)Cc1ccc(Cl)cc1)NCC(=O)N1CCCCC1 | 2.0% | -8% | -8% | -8% | -19%
O=C(NC1CC(=O)N(c2ccccc2)C1)C(=O)c1c[nH]c2ccccc12 (stereo not drawn) | 2.6% | 13% | -20% | 11% | 0%
C=CCOc1ccc(/C=N/N2C(=O)C(CC(=O)Nc3ccc(F)cc3F)SC2=NC)cc1 (stereo not drawn) | 2.8% | -6% | 9% | -5% | 2%
CC1CCC(NC(=O)c2nn(C)c3c2CS(=O)(=O)c2ccccc2-3)CC1 (stereo not drawn) | 10% | 5% | 16% | 2% | -3%
CC(O)C(O)C(O)C(O)/C=N/NC(=O)c1ccccc1 (stereo not drawn) | 0.4% | -6% | 27% | -13% | 4%
COc1ccc(NC(=S)NCCCN2CCCC2)cc1Cl | i | 11% | 8% | -5% | 0%
COC(=O)c1cc(Cl)c(NC(=O)/C=C/c2ccc(OC)cc2)cc1OC | 1.6% | -13% | -5% | -13% | -4%
CCN(c1ccccc1)S(=O)(=O)c1cc(CN2C(=O)c3cccnc3C2=O)ccc1OC | 0.3% | 1% | 0% | -11% | 3%
CC1C(=O)Nc2ccccc2N1C(=O)C1CC1 (stereo not drawn) | 2.3% | -7% | -7% | -7% | -3%
CSc1ccc(OCC(=O)Nc2ccc(N3CCOCC3)c(Cl)c2)cc1 | 4.4% | . | . | -1% | .
CCOC(=O)c1[nH]c2ccc(Br)cc2c1NC(=O)CCN1CCOCC1 | 1.9% | -9% | 5% | 1% | -9%
CC(C)(C)c1ccc(/C=C(\c2nc3ccccc3[nH]2)S(=O)(=O)c2ccccc2)cc1 | ? | 9% | 68% | -31% | -1%
COc1cccc(-n2c(C)c(C(C)=O)c(C(C)=O)c2C)c1 | 0.3% | 5% | -13% | 10% | -5%
CCOC(=O)CNc1nc(-c2ccncc2)nc2ccccc12 | 1.5% | -5% | -2% | -2% | 5% | inhibitors of VEEV 10K pilot screen=3.8
O=C(Nc1cccc(C(F)(F)F)c1)Oc1ccccc1N1CCOCC1 | 3.5% | -24% | -3% | 2% | -12%
O=C(CC(=O)N/N=C/c1ccccc1O)NCc1cccnc1 | 0.8% | -5% | -17% | 11% | 3%
O=C(/C=C/N1CCOCC1)c1cc2ccccc2o1 | 0.8% | -9% | 42% | 9% | -3%
CNC(=S)NCCCc1ccccc1 | i | 8% | 73% | -10% | 0%
CC(=O)Nc1ccc(C(=S)NCCCO)cc1 | i | 4% | -3% | -7% | 0%
CC1(C)CC2CC(C)(CN2S(=O)(=O)c2ccc(C(=O)Nc3cccc(S(=O)(=O)N4CCOCC4)c3)cc2)C1 (stereo not drawn) | 0.4% | -12% | 39% | -6% | 5%
COCCN(CCOC)S(=O)(=O)c1ccc(C(=O)Nc2nc(C)c(C(C)=O)s2)cc1 | 1.2% | -5% | 20% | 9% | -5%
CCn1ncc(Br)c1C(=O)Nc1sc2c(c1C(N)=O)CCC2 | 1.3% | 14% | 7% | -3% | -9%
COC(=O)c1ccccc1NC(=S)N1CCN(c2ccccc2)CC1 | 0.1% | 1% | 43% | -14% | 6%
COc1ccc(NC(=S)SC)cc1OC | 1.1% | 2% | 18% | 5% | 8%
Cc1ccc(NC(=O)CSc2nc(N)c3cc4c(nc3n2)CCCC4)cc1 | 0.6% | -2% | -5% | 16% | -2%
O=C(CN1CCN(S(=O)(=O)c2ccc(Br)cc2)CC1)Nc1ccc(F)cc1F | 3.0% | 1% | 3% | 4% | 3%
COc1ccc(/C=C/C(=O)Oc2cccc(/C=N/NC(=O)COc3c(C)cccc3C)c2)cc1 | 1.0% | -6% | 10% | 10% | -5%
BrC(=C\c1ccccc1)/C=N/Nc1nc(N2CCOCC2)nc(N2CCOCC2)n1 | 0.8% | 2% | 15% | 13% | 36%
O=C(COC(=O)c1cccnc1SCC(=O)NCc1ccccc1)NCc1ccccc1 | 4.8% | -8% | -2% | -12% | 2%
COc1ccc(OCCOc2ccc(/C=C3\C(=N)N4N=C(C)SC4=NC3=O)cc2)cc1 | 1.3% | . | 29% | -3% | 5%
O=C(CCn1cncn1)N1CCCC(N2CCN(c3ccc(F)cc3)CC2)C1 (stereo not drawn) | 2.5% | -12% | -2% | -12% | -2%
Cc1cc(C)c(NC(=O)COC(=O)/C=C/c2cccc(C(F)(F)F)c2)c(C)c1 | 1.0% | -1% | -17% | -13% | 6%
Cc1onc(-c2c(Cl)cccc2Cl)c1C(O)c1ccccc1 (stereo not drawn) | i | 11% | 3% | -27% | -2%
CN(CCNC(=O)c1cc2c(=O)n(C)c3ccccc3c2n1C)Cc1ccccc1 | 8.2% | 8% | -28% | 2% | -4%
COc1ccc(Cn2nnnc2CN2CCC(c3nc4ccccc4s3)CC2)cc1 | 1.4% | -10% | 26% | 16% | 3%
COc1ccc(CCN(Cc2cccs2)S(=O)(=O)c2ccc(C(=O)O)cc2)cc1OC | i | -8% | -6% | 8% | -1%
CCCCc1nnc(NC(=O)c2cccc(S(=O)(=O)N3CCN(C)CC3)c2)s1 | 1.1% | -8% | 8% | -4% | -10%
COc1ccc(-n2c(SCC(=O)N(C)c3ccccc3)nc3c([nH]c4ccccc43)c2=O)cc1OC | 8.5% | -9% | -7% | -8% | -1%
N/C(=N\OC(=O)/C=C/c1ccccc1)c1ccccn1 | 0.5% | -3% | -9% | 3% | 40% | inhibitors of VEEV 10K pilot screen=0.4
COc1ccccc1C1N(c2ccc(Cl)cc2)C(=O)C2CCCN21 (stereo not drawn) | >25µM* | 2% | 12% | -2% | 0%
O=C(COC(=O)c1ccc(Cl)nc1)Nc1ccc(Cl)cc1 | 1.3% | . | . | -16% | .
CC1CCCC(NC(=S)NC(=O)c2ccccc2Br)C1C (stereo not drawn) | 5.7% | 0% | 41% | 9% | 8%
CC(=O)c1cccc(OCCN2C(=O)NC(C)(C)C2=O)c1 | 2.5% | 4% | -8% | 2% | -5%
CCOc1ccc(CN(C)CC(=O)NCc2ccccc2)cc1 | 8.6% | -1% | 64% | 12% | 14%
COc1cc(CN2CCCCCC2)cc(OC)c1O | 0.8% | 2% | -8% | -2% | -7%
C=C(C)CSc1nc2nc(C)cc(C)n2n1 | 7.3% | -1% | -13% | -2% | -6%
COc1ccc(N2CCN(c3ccc(NC(=O)/C=C\C(=O)O)cc3)CC2)cc1 | 0.0% | 1% | 41% | 2% | 4%

The listing continues.
SMILES | inhibitors of VEEV | Salmonella PhoP GFP | tuberculosis growth | H1N1 NS1A inhibition | M. tuberculosis HTS | others
Cc1cccc(NC(=O)Cn2c(=O)n(Cc3ccco3)c(=N)c3c4c(sc32)COC(C)(C)C4)c1 | 8.8% | 14% | 6% | 6% | 8%
CCOP(=O)(OCC)C(Nc1ccccc1)c1ccco1 (stereo not drawn) | i | -19% | -12% | 1% | -2%
Cc1cc(C)nc(N(C#N)Cc2cccc(Cl)c2)n1 | i | 0% | 21% | 0% | 3%
COc1cc(/C=C2/NC(=O)NC2=O)cc(Br)c1OCc1ccccc1 | 0.7% | 5% | -3% | 6% | -5%
COc1ccccc1NC(=O)c1sc2ncn(Cc3cccc4ccccc34)c(=O)c2c1C | 3.0% | 0% | 22% | -1% | 11%
CCN(CC)C(=O)CSc1nnc(CSc2ncccn2)n1C | i | 4% | -6% | -3% | -9%

Filtered by structure: the compounds so far with a Cl atom.
SMILES | inhibitors of VEEV | Salmonella PhoP GFP | tuberculosis growth | H1N1 NS1A inhibition | M. tuberculosis HTS | others
O=C1/C(=C/c2ccccn2)SC(=S)N1Nc1ncc(C(F)(F)F)cc1Cl | 5.9% | . | . | -10% | .
COc1ccc(Cl)cc1NC(=O)c1sc2nc(C)nc(N3CCOCC3)c2c1C | 2.7% | -9% | 9% | 2% | 1%
O=C(CNC(=O)Cc1ccc(Cl)cc1)NCC(=O)N1CCCCC1 | 2.0% | -8% | -8% | -8% | -19%
COc1ccc(NC(=S)NCCCN2CCCC2)cc1Cl | i | 11% | 8% | -5% | 0%
COC(=O)c1cc(Cl)c(NC(=O)/C=C/c2ccc(OC)cc2)cc1OC | 1.6% | -13% | -5% | -13% | -4%
CSc1ccc(OCC(=O)Nc2ccc(N3CCOCC3)c(Cl)c2)cc1 | 4.4% | . | . | -1% | .
Cc1onc(-c2c(Cl)cccc2Cl)c1C(O)c1ccccc1 (stereo not drawn) | i | 11% | 3% | -27% | -2%
COc1ccccc1C1N(c2ccc(Cl)cc2)C(=O)C2CCCN21 (stereo not drawn) | >25µM* | 2% | 12% | -2% | 0%
O=C(COC(=O)c1ccc(Cl)nc1)Nc1ccc(Cl)cc1 | 1.3% | . | . | -16% | .
Cc1cc(C)nc(N(C#N)Cc2cccc(Cl)c2)n1 | i | 0% | 21% | 0% | 3%
